Epigenetic derep – epigenetic control regulation, reporter derepression; murine LDR cells, GFP reporter derepression, 30 h; AID 1865; Potency, µM (highest dose often 53.9 µM), for inactives: top-dose GFP activation, hits mostly activators; hit rate 0.2% among 280,000; note: % of control where 0% means no effect; nearly all actives have a fitted effect of over 60% in size
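GFP-positive cell count by laser-scanning cytometry (objects 20–120 um) after 30 h, 37 C compound exposure of murine LDR cells; reporter is CMV-GFP integrated at a silenced locus, inducible by HDAC or DNMT inhibitors.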
GAA glycogen mod – GAA glycogen-cleavage inhibition or activation | recombinant GAA, glycogen substrate, Amplex Red glucose oxidase fluorescence | AID 2100 | Potency, µM (top dose mostly 76.4 µM), for inactives: top-dose activity change, negative = inhibition, actives largely listed as inhibitors | hit rate 0.38% among 300,000 | P10253;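 note: 0% = full enzyme reaction and -100% = no-enzyme basal signal; the screen sought inhibitors and activators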
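Recombinant enzyme (4 nM final) with compounds titrated up to 77 uM and bovine liver glycogen (30 ug) in citrate pH 5.0, 0.01% Tween-20, 37 C 40 min. Released glucose detected by Amplex Red/glucose oxidase (Ex 573/Em 610); AC50 from Hill fits.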
Tau fluor cs – counter-screen for tau fibril formation inhibitors; hit rate 0.93% among 280,000; Potency, µM (series often up to 57.7 µM), inactives show at the top dose activity change, negative = decrease; tau K18 P301L Alexa594 fluorescence, heparin fibrillization; note: % is set by controls: 0 for no effect and ±100 for the full control effect; nearly all actives have a fitted effect of over 55% in size
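Human tau K18 P301L (15 uM unlabeled, 0.24 uM Alexa 594-labeled) in 100 mM sodium acetate pH 7 with 20 uM heparin, 6 hr at 37 C. ThT 30 uM added, 1 hr ambient; Alexa 594 FP and total fluorescence read at 555/632 nm.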
* hit, by the source's call; ? = inconclusive; & = joins results of further samples; [ ] = dose if it differs, or a comment. Calls come from the whole dose curve; as a rule, active = well fitted curve in the direction sought with a large enough effect; inconclusive = small, poorly fitted or top-dose-only effect, or another doubt; inactive = no such curve, though single readings can be large; an effect the other way counts as inactive or inconclusive. Potency is the fitted concentration of half-maximal effect.

SMILES | Epigenetic derep | GAA glycogen mod | Tau fluor cs
Cc1ccc(C(=O)Nc2nnc(S(=O)(=O)N(C)Cc3ccco3)s2)cc1 | 5.6% | 12%[76.3 µM] | -3%
COc1ccc(N2CCN(C(=O)c3cc(NS(=O)(=O)c4ccc(F)cc4)ccn3)CC2)cc1 | -0.2% | 9%[76.3 µM] | -6%
Cc1cc2oc(=O)c(CC(=O)NCCc3ccccc3)c(C)c2c2occ(C(C)(C)C)c12 | -1.0% | -5%[76.3 µM] | -17%
CCCCNc1nc2c(c(=O)n(Cc3ccc(Cl)cc3)c(=O)n2C)n1C | 0.0% | -9%[76.3 µM] | ?
Cc1ccc2c(c1)cc(C(=O)Nc1ccccc1C)n2C | 1.6% | -8%[76.3 µM] | 6%
Cc1nc2c3ccccc3nc(NNC(=O)CCC(=O)N3CCN(c4ccc(F)cc4)CC3)n2n1 | -1.1% | ? | -3%
CC(C)CC(=O)Nc1c(C(=O)N2CCN(c3ccccc3)CC2)oc2ccccc12 | 2.8% | -29%[76.3 µM] | -23%
COc1ccc(CNC(=O)CN(C)S(=O)(=O)c2ccc3c(c2)c(=O)n(C)c(=O)n3C)cc1 | -0.3% | -10%[76.3 µM] | -7%
Cc1cccc(C)c1NC(=O)C(NS(=O)(=O)c1ccc2c(c1)CCC(=O)N2)c1ccccc1 (centres undefined) | -1.1% | -10%[76.3 µM] | -8%
COc1cc(C2N=C(N)Nc3nc4ccccc4n32)ccc1OCCC(C)C (centres undefined) | 1.1% | 6%[76.3 µM] | -22%
CCOc1ccccc1NC(=O)Cn1c(=O)n(-c2ccc(F)cc2)c(=O)c2c3c(sc21)CN(C(C)=O)CC3 | 0.0% | -5%[76.3 µM] | -11%
Cc1ccc(-c2nn(CCC(N)=O)c(=O)c3ccccc23)cc1 | -0.1% | 1% | -6%
Fc1ccc(-c2cc(C(F)(F)F)nc(NCc3ccccc3)n2)cc1 | -1.1% | -3%[76.3 µM] | -17%
CC(=O)c1cccc(NS(=O)(=O)c2cccc(S(=O)(=O)c3ccc(Br)cc3)c2)c1 | -0.8% | -19%[76.3 µM] | ?
Cc1ccc(C(C)C)c(OCC(=O)Nc2nc3c(s2)CCCC3)c1 | 0.0% | -13%[76.3 µM] | -26%
CCOc1cc(C#N)c(NC(=O)c2ccc(OC)c(S(=O)(=O)N3CCCCC3)c2)cc1OCC | 2.2% | 9%[76.3 µM] | -26%
Cc1c(C(=O)N2CCCC2)oc2c1-c1nn(CC(=O)NC(C)c3ccccc3)cc1CC2 (centres undefined) | 3.5% | -4%[76.3 µM] | -6%
CCc1ccc(-c2nc3cc(NC(=O)c4ccc(F)cc4)ccc3o2)cc1 | 2.4% | -7%[76.3 µM] | -7%
CCOc1ccc(-c2cc(CCCC(=O)NCCc3ccc(Cl)cc3)no2)cc1 | 0.3% | 8%[76.3 µM] | -10%
CCn1c2ccccc2c2cc(NC(=O)COc3cccc(C)c3)ccc21 | 5.1% | -10%[76.3 µM] | -30%
O=C(NCCC1=CCCCC1)c1ccc2c(c1)N(Cc1ccccc1F)C(=O)c1ccccc1S2=O (centres undefined) | 0.8% | -12%[76.3 µM] | -26%
CCc1nn(CC(=O)N2CCN(c3ccc(Cl)cc3)CC2)c(=O)c2cc3occc3n12 | -4.5% | -17%[76.3 µM] | -13%
CCCCN(Cc1ccccc1)S(=O)(=O)c1ccc2c(c1)CCN2C(=O)C1CCC1 | 1.0% | -6%[76.3 µM] | -11%
Cc1ccc(NC(=O)Nc2nnc(N3CCCCC3)s2)c(C)c1 | -3.2% | -5%[76.3 µM] | -10%
CCOc1ccc(NC(=O)C(Cc2ccccc2)NS(=O)(=O)c2ccc3c(c2)oc(=O)n3C)cc1 (centres undefined) | 0.0% | -4%[76.3 µM] | 7%
Cc1cccc(CCNC(=O)Cn2ncc3c(=O)oc4ccccc4c32)c1 | -2.0% | 6%[76.3 µM] | -11%
CCCCOc1ccc(C(=O)N2CCC(c3nc4ccccc4o3)CC2)cc1 | 2.7% | -6%[76.3 µM] | 6%
COc1cc(NC(=O)Cn2ccn(-c3cc(C)cc(C)c3)c(=O)c2=O)cc(OC)c1 | 0.0% | 5%[76.3 µM] | -2%
CCN(CC)CCNC(=O)c1cn(CCOC)c(=O)c2c1c1ccccc1n2C | 0.2% | 5% | -11%
COc1ccc(-c2nc(C(=O)Nc3cccc(C(C)=O)c3)nn2-c2ccc(Cl)cc2)cc1 | -4.5% | 1%[76.3 µM] | 3%
CCOC(=O)c1c(-c2ccc(C)cc2)csc1NC(=O)c1nc(SC(C)C)ncc1Cl | -2.7% | 16%[76.3 µM] | -1%
O=C(NCC(c1cccnc1)N1CCN(Cc2ccccc2)CC1)C(=O)Nc1cccc(Cl)c1 (centres undefined) | 0.0% | 18%[76.3 µM] | -5%
CCOC(=O)COc1ccc(CC)cc1C(=O)c1ccn2nc(-c3ccccc3)cc2n1 | 0.0% | -10%[76.3 µM] | -19%
CC(=O)Nc1ccc(NC(=O)c2cnn(-c3ccccc3)c2C2CCN(C(=O)OC(C)(C)C)CC2)cc1 | 0.3% | -16%[76.3 µM] | ?
CC(C)c1ccc(NC(=O)C2CCCN(S(=O)(=O)c3ccc4[nH]c(=O)ccc4c3)C2)cc1 (centres undefined) | 0.0% | -5%[76.3 µM] | -9%
O=C(CNS(=O)(=O)c1cccs1)N1CCN(c2ccccc2F)CC1 | -1.0% | ? | -13%
COc1cccc(-n2ccn(CC(=O)Nc3ccccc3F)c(=O)c2=O)c1 | 0.8% | ? | -9%
CCCCOC(=O)c1c(N)n(-c2ccc(OC)cc2OC)c2nc3ccccc3nc12 | 0.2% | -13%[76.3 µM] | -20%
COc1ccc(OC)c(CCNC(=O)CCCn2c(=O)c3cccn3c3cccnc32)c1 | -2.3% | 11%[76.3 µM] | -11%
Cn1c(=O)c(=O)n(C)c2cc(NC(=O)c3cccc(F)c3)c(Cl)cc21 | 1.9% | 19%[76.3 µM] | -16%
Cc1ccn2c(Nc3ccc(F)cc3)c(-c3ccc(C)o3)nc2c1 | -1.8% | ? | -25%
O=C(CCC1N=C2c3ccccc3N=C(SCC(=O)Nc3ccccc3F)N2C1=O)NCc1ccccc1 (centres undefined) | -0.7% | 12%[76.3 µM] | -12%
CCc1ccc(-c2cc(C)no2)cc1S(=O)(=O)Nc1ccc(C)cn1 | -3.4% | -16%[76.3 µM] | -13%
COc1ccccc1CNc1nc(-c2ccco2)nn1S(=O)(=O)c1ccc2ccccc2c1 | -2.7% | -7%[76.3 µM] | -29%
CCOc1cccc(C(=O)N(Cc2ccc(CC)cc2)C2CCS(=O)(=O)C2)c1 (centres undefined) | 0.0% | 2%[76.3 µM] | -9%
CCc1ccc2occ(CC(=O)N(Cc3ccc(N(C)C)cc3)C3CCS(=O)(=O)C3)c2c1 (centres undefined) | -1.0% | ? | -25%
CCc1cccc(C)c1NC(=O)CSc1nc(C)cc(C)c1C(=O)Nc1ccccc1 | -3.2% | -3%[76.3 µM] | -9%
COc1ccc2c(c1)c(CC(=O)Nc1cc(C)c(OC)c(C)c1)c(C)n2C(=O)c1ccc(Cl)cc1 | -1.1% | 18%[76.3 µM] | -20%
Cc1cc2c(cc1S(=O)(=O)NCc1ccccc1)OCC(=O)N2 | 1.4% | 10%&-4%[76.3 µM] | -16%
Cc1ccc(OCC(=O)Nc2ccc(S(=O)(=O)Nc3cc(C)nc(C)n3)cc2)c(Br)c1 | -1.6% | 9%[76.3 µM] | -11%
CCOc1ccc(-c2nn(-c3ccccc3)cc2C2NC(=O)NC(C)=C2C(=O)OC(C)C)cc1 (centres undefined) | -0.2% | -12%[76.3 µM] | -26%
Cn1cc(C(=O)NCCc2ccc(Cl)cc2)c(=O)c2cc(S(=O)(=O)N3CCOCC3)ccc21 | 0.3% | -22%[76.3 µM] | -24%
COc1ccc(-n2nc3ccc(NC(=O)c4cc5ccccc5o4)cc3n2)cc1Cl | -0.9% | -7%[76.3 µM] | -4%
CCOC(=O)c1cnc2ccccc2c1Nc1ccc(N2CCOCC2)cc1 | -0.2% | ? | -27%
Cc1cc(C)c2nc(N3CCCC(C(=O)NCc4ccccc4F)C3)sc2c1 (centres undefined) | 2.4% | 15%[76.3 µM] | -14%
CCOc1ccccc1NC(=O)CSc1nc2c(oc3ccccc32)c(=O)n1-c1ccc(C)c(C)c1 | 0.0% | 8%[76.3 µM] | -17%
COc1ccc(OC)c(NC(=O)CSc2c3c(nc4ccccc24)CCCC3)c1 | -0.2% | -16%[76.3 µM] | -8%
CCc1ccc(NC(=O)c2cc3c([nH]c2=O)CC(C)(C)CC3=O)cc1 | -1.8% | 7%[76.3 µM] | 2%
Cc1cc(-c2ccccc2)nc2cc(C(=O)Nc3ccc(Cl)c(Cl)c3)nn12 | -0.8% | -14%[76.3 µM] | -23%
Cc1ccc(NC(=O)Cn2nc(C(F)(F)F)c3c2CCC3)cc1C | -1.0% | 12%[76.3 µM] | -27%

Next section.
SMILES | Epigenetic derep | GAA glycogen mod | Tau fluor cs
Cc1nc2scc(C)n2c(=O)c1S(=O)(=O)Nc1cccc(C(F)(F)F)c1 | 11% | -9%[76.3 µM] | -14%
CN(C)c1ccc(CNc2nc(-c3ccco3)nn2S(C)(=O)=O)cc1 | -2.4% | -17%[76.3 µM] | -11%
CCc1ccc(-n2nc(CO)c(C(=O)NCc3ccccn3)n2)cc1 | 4.3% | -3%[76.3 µM] | -6%
Cc1cc(N2CCC(C)CC2)nc2ccc(NC(=O)CCC(=O)N3CCN(c4ccccc4F)CC3)cc12 | -0.9% | 0%[76.3 µM] | ?
Clc1ccc(CCNC(c2ccc(Cl)cc2)c2nnc(-c3ccccc3)o2)cc1 (centres undefined) | 2.1% | -1%[76.3 µM] | -14%
CCCCNc1ccc(-c2nc(-c3ccccn3)no2)cc1[N+](=O)[O-] | -3.0% | -4%[76.3 µM] | 12%
Cc1nnsc1C(=O)Oc1ccc(C#N)cc1 | 1.1% | 0%[76.3 µM] | -14%
N#C/C(=C\c1ccc(F)cc1)c1nc(-c2ccc(-c3ccccc3)cc2)cs1 | ? | -10%[76.3 µM] | -2%
Cn1c(=O)n(-c2cccc(Cl)c2)c(=O)c2sc3ccccc3c21 | -0.9% | 10%[76.3 µM] | 6%
CCCc1nc2nc(C)c(NS(=O)(=O)c3ccc(F)cc3)c(=O)n2[nH]1 | 1.7% | -7% | -5%
Cc1ccc(S(=O)(=O)N(CC(=O)Nc2ccc3c(c2)OCO3)c2cc(Cl)cc(Cl)c2)cc1 | 2.4% | -5%[76.3 µM] | ?
CCOC(=O)c1c(NC(=O)COc2cc(C)ccc2C(C)C)sc2c1CCCC2 | -1.6% | 17%[76.3 µM] | -2%
COc1cccc(NC(=O)Cn2nnc(C(=O)NCc3ccc4c(c3)OCO4)c2N)c1 | -0.4% | 1%[76.3 µM] | -16%
COc1ccc(NC(=O)CC2C(=O)N(c3cccc(OC)c3)C(=O)N2CCc2cccs2)cc1 (centres undefined) | -2.4% | -14%[76.3 µM] | ?
CCOC(=O)c1cc(NC(=O)c2ccc(C)cc2)c(=O)n2c1oc1ccccc12 | -1.0% | -7%[76.3 µM] | -15%

4 consecutive records from above, for reference:
SMILES | Epigenetic derep | GAA glycogen mod | Tau fluor cs
Cc1nc2scc(C)n2c(=O)c1S(=O)(=O)Nc1cccc(C(F)(F)F)c1 | 11% | -9%[76.3 µM] | -14%
CN(C)c1ccc(CNc2nc(-c3ccco3)nn2S(C)(=O)=O)cc1 | -2.4% | -17%[76.3 µM] | -11%
CCc1ccc(-n2nc(CO)c(C(=O)NCc3ccccn3)n2)cc1 | 4.3% | -3%[76.3 µM] | -6%
Cc1cc(N2CCC(C)CC2)nc2ccc(NC(=O)CCC(=O)N3CCN(c4ccccc4F)CC3)cc12 | -0.9% | 0%[76.3 µM] | ?

Back to the main list, repeating the 2 entries before the break.
SMILES | Epigenetic derep | GAA glycogen mod | Tau fluor cs
COc1ccc(NC(=O)CC2C(=O)N(c3cccc(OC)c3)C(=O)N2CCc2cccs2)cc1 (centres undefined) | -2.4% | -14%[76.3 µM] | ?
CCOC(=O)c1cc(NC(=O)c2ccc(C)cc2)c(=O)n2c1oc1ccccc12 | -1.0% | -7%[76.3 µM] | -15%
COc1ccc(CCNC(=O)c2csc3c2CCCCC3)c(OC)c1 | 2.4% | ? | -7%
Cc1sc2c(c1C)c(=O)n(CCc1ccccc1)c(=O)n2Cc1cccc(F)c1 | -1.8% | -7%[76.3 µM] | -12%
CCc1nnc(SCc2nc(-c3ccc(OC)cc3)oc2C)c2cc3sccc3n12 | -1.6% | 22%[76.3 µM] | -2%
CCOC(=O)c1ccc(NC(=O)CSc2nnc(CNC(=O)c3ccc(OC)cc3)n2CC)cc1 | -1.1% | 15%[76.3 µM] | -24%
COc1ccc(NC(=O)c2cc(S(=O)(=O)N3CCOCC3)cn2C)cc1Cl | 0.0% | 8%&-4%[76.3 µM] | -2%

An excerpt, so the mix of outcomes need not match the whole.
